Screening data deposited in PubChem BioAssay by National Center for Advancing Translational Sciences (NCATS).
RGS4 inh: blocks human RGS4-accelerated GTP hydrolysis; P49798; Transcreener GDP fluorescence polarization, RGS4-accelerated GTP hydrolysis; 390,000 tested, 0.039% active; AID 504845; Potency, µM (series often up to 114 µM), for inactives: top-dose activity change, negative = inhibition, usual class: inhibitors; further: potency means the concentration at half of the fitted maximal effect; on the % scale 0 is the no-effect control and ±100 the full control effect; nearly all actives have a fitted effect of over 75% in size; some results filed as inactive show a strong effect at the top dose
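MLSMR compounds (23 nl, pin-transferred) preincubated 10 min at room temperature with a 500nM (2x) first reagent, then RGS4 at 900nM (2x) plus Transcreener GDP mix added; fluorescence polarization (620/688 nm) read before and after 90 min at 30 °C.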
Vif-A3F inh: blocks the Vif interaction with APOBEC3F | HeLa A3F-eYFP + Vif (tagged APOBEC3F with the HIV-1 protein that degrades it), YFP fluorescence increase | Potency, µM (titrated, usually from 46.1 µM), for inactives: at the highest dose activity, negative = active | 390,000 tested, 0.2% active | AID 602313; further: potency means the concentration at half of the fitted maximal effect; % of control where 0% means no effect; nearly all actives have a fitted effect of over 65% in size
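HeLa cells stably expressing A3F-eYFP plus Vif, plated and incubated overnight at 37 deg C, then exposed to compounds overnight at 37 deg C. Blocked degradation read as raised yellow fluorescence (Ex 488/Em 500-530).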
ERG Ets-DNA blk: ERG Ets/DNA interaction inhibition; P11308; fluorescence polarization, His-ERG Ets domain / labelled DNA; Potency, µM (titrated, usually from 76.9 µM), for inactives: at the top dose FP activity, negative = inhibition, actives largely listed as inhibitors; 370,000 tested, 0.028% active; active means well fitted inhibition curve with a large enough effect in the polarisation, with a control signal flat; inconclusive means small, poorly fitted or top-dose-only effect, or effect the other way, or a change in a side signal; inactive means no such curve, though single readings can be large or run the other way; the % refers to the polarisation;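 further: polarization taken with two DNA probes labelled with fluorescein and Texas red; potency means the concentration at half of the fitted maximal effect; % of control where 0% means no effect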
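His-tagged ERG Ets domain (1 uM in the protein solution; 300mM KCl, 50mM Tris-HCl, 1mM EDTA, 1mM DTT, pH 7.5) received compound, then a probe mix of 5 nM fluorescein-DNA and 100nM Texas-615-DNA. Fluorescence polarization was read for both dyes.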
12-LOX inh: ALOX12 (human) lipoxygenase inhibition | Potency, µM (top dose mostly 108 µM), without a hit: at the top dose activity change, negative = inhibition, usual class: inhibitors | AID 1671190 | purified 12hLO, xylenol orange hydroperoxide absorbance | 580,000 tested, 1.1% active | P18054; further: potency means the concentration at half of the fitted maximal effect; on the % scale 0 is the no-effect control and ±100 the full control effect
Target sequence (P18054 whole entry, looked up): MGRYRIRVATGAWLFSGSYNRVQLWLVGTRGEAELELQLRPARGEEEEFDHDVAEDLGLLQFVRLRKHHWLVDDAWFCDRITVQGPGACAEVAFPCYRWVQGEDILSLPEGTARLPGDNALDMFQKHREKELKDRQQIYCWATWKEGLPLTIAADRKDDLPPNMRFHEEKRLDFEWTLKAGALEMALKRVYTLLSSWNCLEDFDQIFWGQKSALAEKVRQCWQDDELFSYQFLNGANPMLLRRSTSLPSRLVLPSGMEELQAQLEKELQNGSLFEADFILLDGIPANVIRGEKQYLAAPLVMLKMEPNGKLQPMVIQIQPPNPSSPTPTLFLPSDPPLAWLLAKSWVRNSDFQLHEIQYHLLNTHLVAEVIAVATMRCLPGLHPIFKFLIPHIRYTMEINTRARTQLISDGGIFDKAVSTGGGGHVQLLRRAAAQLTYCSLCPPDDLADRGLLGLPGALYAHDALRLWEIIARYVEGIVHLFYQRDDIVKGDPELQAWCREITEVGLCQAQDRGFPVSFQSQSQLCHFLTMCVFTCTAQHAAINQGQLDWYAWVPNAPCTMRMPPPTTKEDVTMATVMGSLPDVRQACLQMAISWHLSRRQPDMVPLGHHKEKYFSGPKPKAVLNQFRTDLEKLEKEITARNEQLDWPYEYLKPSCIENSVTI
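Purified human 12hLO (150 nM final) in 25 mM Hepes, 0.01% Triton X-100, pH 7.0 was preincubated 15 min at room temperature with compound. Then 40 uM arachidonic acid was added, 30 min. Hydroperoxide was read by Fe-XO absorbance ratio 573/405 nm.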
LDHA inh: LDHA (human) enzyme inhibition. P00338. purified LDHA, NADH/diaphorase-resazurin fluorescence; hits give low values. activity change, % (values are at about 110 or 230 µM). 480,000 tested, 0.15% active; in the data active means activity change below about -30%; inconclusive means mostly about -25% to -30%;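 further: plate controls were DMSO wells for no effect and wells without enzyme for full effect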
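LDH5 2 nM; NADH 0.06 mM, pyruvate 0.2 mM; 200 mM Tris pH 7.4, EDTA, Tween-20; 5 min RT. Detection: diaphorase 0.133 mg/mL + resazurin 37 µM, fluorescence ex540/em590 at 0 and 20 min; normalized to enzyme-free and DMSO wells.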
GRP78 ERSR act: ER stress response induction in glioma. AID 602332. U87-MG GRP78 promoter luciferase reporter, 16 h. Potency, µM, for inactives: at the highest dose activation, actives largely listed as activators. 420,000 tested, 0.02% active; further: potency means the concentration at half of the fitted maximal effect; series mostly up to about 76 µM; % of control where 0% means no effect; nearly all actives have a fitted effect of over 35% in size
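Stably transfected U87-MG glioma cells carrying a GRP78-based luciferase sensor; 16 h compound incubation. Luminescence end-point read 10 min after Bright-Glo addition at room temperature.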
D2 antagonist: antagonists of human D2 dopamine receptor | AID 485344 | 340,000 tested, 2% active | inhibition, % at 10 µM | HEK293 TREx D2 cells, calcium flux, dopamine EC80; in the data active means inhibition above about 30%; further: 0% is about no effect
Target sequence (P14416 whole entry, looked up): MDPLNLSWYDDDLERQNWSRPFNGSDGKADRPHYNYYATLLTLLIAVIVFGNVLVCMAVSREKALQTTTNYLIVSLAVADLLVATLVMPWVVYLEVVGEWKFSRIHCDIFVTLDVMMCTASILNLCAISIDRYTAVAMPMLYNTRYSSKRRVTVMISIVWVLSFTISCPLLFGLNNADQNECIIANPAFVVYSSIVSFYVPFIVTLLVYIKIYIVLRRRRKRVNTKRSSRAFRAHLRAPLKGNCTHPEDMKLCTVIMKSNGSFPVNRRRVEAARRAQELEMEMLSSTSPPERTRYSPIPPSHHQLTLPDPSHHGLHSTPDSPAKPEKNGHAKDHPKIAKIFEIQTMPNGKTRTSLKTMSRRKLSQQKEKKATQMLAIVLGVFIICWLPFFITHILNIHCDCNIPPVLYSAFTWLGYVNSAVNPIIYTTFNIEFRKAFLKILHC
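HEK293 T-REx D2 cells, tet-induced, calcium dye no-wash. Cpd pintool add, 180 s kinetic, then EC80 DA, 180 s kinetic. Ca flux read.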
D2 ag: activates the human D2 dopamine receptor | 340,000 tested, 0.53% active | HEK293 T-REx D2 cells, calcium flux agonist mode | activation, % at 2 µM;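 active means activation over 3 SD above normal in the single-dose calcium agonist read, cut at about 30% in these data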; further: 0% is about no effect
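HEK293 Trex D2 cells, tetracycline-induced, o/n 30 C 5% CO2; no-wash Ca dye, RT 30–90 min; 10-cycle baseline, 23 nl cpd added, kinetic Ca read 180 s; agonist hits = positive Ca response.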
Vif-A3G inh: Vif-A3G binding inhibition | Q9HC16 | HeLa A3G-eYFP + Vif (tagged APOBEC3G with the HIV-1 protein that degrades it), YFP fluorescence, overnight | Potency, µM (highest dose often 46.1 µM), for inactives: at the top dose activity, negative = active, hits mostly inhibitors | 410,000 tested, 0.076% active | AID 602310;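 further: potency means the concentration at half of the fitted maximal effect; on the % scale 0 is the no-effect control and ±100 the full control effect; nearly all actives have a fitted effect of over 60% in size; hits raise eYFP signal because A3G escapes Vif-driven loss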
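Read-out is eYFP fluorescence (Ex 488/Em 500-530) from Vif-expressing HeLa A3G-eYFP cells; more signal means A3G escaped Vif-mediated degradation. Cells plated overnight, compound pinned in, incubated overnight at 37 deg C.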
An asterisk follows results filed as active; ? = inconclusive; nt = not tested or not shown; & = joins results of further samples; [ ] = another dose, or the depositor's remark. Unless noted, the call rests on the fitted dose curve; in most records, active means well fitted curve in the direction sought with a large enough effect; inconclusive means small, poorly fitted or top-dose-only effect, or another doubt; inactive means no such curve, though single readings can be large; an effect the other way counts as inactive or inconclusive. Only part of the results is shown (hit frequency here may not be typical).

Preview (2 entries):
SMILES	RGS4 inh	Vif-A3F inh	ERG Ets-DNA blk	12-LOX inh	LDHA inh	GRP78 ERSR act	D2 antagonist	D2 ag	Vif-A3G inh
O=C(c1ccccc1)N1CCN(C(=O)C2CC2)CC1	-8%	2%	1%	-11%	-12	-3%	10	0.7	1%
C=CCNC(=O)c1ccc(OC)cc1	-1%	-9%	24%	1%	1	-3%	8	0.6	-1%

This part in full, from the start:
SMILES	RGS4 inh	Vif-A3F inh	ERG Ets-DNA blk	12-LOX inh	LDHA inh	GRP78 ERSR act	D2 antagonist	D2 ag	Vif-A3G inh
O=C(c1ccccc1)N1CCN(C(=O)C2CC2)CC1	-8%	2%	1%	-11%	-12	-3%	10	0.7	1%
C=CCNC(=O)c1ccc(OC)cc1	-1%	-9%	24%	1%	1	-3%	8	0.6	-1%
Cn1nnc2cc(C(=O)N3CCN(c4ccccn4)CC3)ccc21	33%	-2%	2%	-25%	-5	-2%	-12	0.1	0%
O=C(CSc1ncc(C(=O)O)n1-c1ccc(F)cc1)NCc1ccc2c(c1)OCO2	31%	4%	12%	-5%	-12	-4%	3	-1.0	0%
CCOC(=O)c1sc(NC(=O)c2ccccc2C(=O)O)c(C(=O)OCC)c1C	25%[11.4 µM]	-11%	11%	-12%	0	3%	-8	0.9	-10%
O=C(O)C1=C[C@H](c2csc3ccccc23)C[C@H](OCCCCO)O1	-1%	0%	-3%	?	-6	-2%	-18	0.4	-3%
COc1cccc(NC(=S)N(CCCN2CCCC2)Cc2cccn2Cc2ccc(Cl)cc2)c1	-23%	?	9%	-18%	-2	-4%	3	0.6	3%
Cc1c(Cl)cccc1NC(=O)C1CCCN(C(=O)c2cnn(-c3ccccc3)c2-n2cccc2)C1 (stereo not given)	-3%	1%	4%	?	-6	-3%	nt	0.5	0%
COc1ccccc1CNC(=O)c1ccc2c(c1)N(Cc1c(F)cccc1Cl)C(=O)CS2	-19%	-4%	-8%	-18%	-10	0%	nt	-0.1	1%
CCn1c(=NC(=O)CSC(C)=O)sc2cc(F)ccc21	?	-2%	2%	-1%	0	-8%	nt	nt	0%
Cc1ccc(C(=O)CN2CCN(c3ccccn3)CC2)c(C)c1	-20%	-6%	2%	nt	-2	11%	nt	nt	-1%
CCc1cccc(NC(=O)CN(C)S(=O)(=O)c2cccs2)c1	16%	0%	14%	5%	-10	5%	11	-0.3	0%
CS(=O)(=O)Cc1ccc(C(=O)NNC(=O)c2cc(-c3ccccc3)n[nH]2)cc1	-1%	-6%	3%	-16%	-1	0%	nt	nt	1%
Cc1csc(B(O)O)c1	12%	nt	nt	nt	-2	-2%	nt	nt	0%
CC(=O)c1cccc(NC(=O)c2ccc(CN3CCc4ccccc4C3)cc2)c1	19%	12%	-6%	2%	-2	-1%	19	6.9	1%
CC(=O)N1CCc2cc(S(=O)(=O)C(C)CC(=O)NCc3ccco3)ccc21 (stereo not given)	nt	0%	nt	0%	-5	-6%	nt	nt	0%
CCS(=O)(=O)Nc1ccc(C2=NN(C(=O)c3ccco3)C(c3ccc(Cl)o3)C2)cc1 (stereo not given)	8%	10%	-5%	0%	-7	-5%	nt	nt	-6%
Cc1ccc(Nc2nc(NCCCN3CCOCC3)nc(N)c2[N+](=O)[O-])cc1C	-9%	-19%	2%	-9%	1	-2%	3	6.2	1%
CCCC/C(O)=C1\C(=O)CCCC1=NCCc1c(C)[nH]c2ccccc12	3%[11.4 µM]	6%	3%	1%	0	0%	7	-0.1	-1%
Cc1nn(Cc2ccc(C(=O)N3N=C(C(F)F)CC3(O)C(F)F)cc2)c(C)c1[N+](=O)[O-] (stereo not given)	-12%	-2%	0%	16%	0	1%	-11	1.6	-9%
Cc1ccc(N2CN(CCC3=CCCCC3)CNC2=S)cc1	25%	12%	13%	?	-7	0%	13	-0.3	-3%
COc1ccccc1/C=C/C(=O)N1CCN(S(=O)(=O)c2cc(C)ccc2C)CC1	4%	10%	-5%	191%[activator]	1	-4%	7	0.1	3%
COc1ccc2c(c1)c(=O)c(C(=O)c1ccc(F)cc1)cn2CC(=O)Nc1ccc2c(c1)OCCO2	2%	-22%	-1%	-6%	-5	-1%	nt	0.1	?
CCC(=O)N1CCN(c2ccc(NC(=O)c3ccc(Br)o3)cc2)CC1	23%	-3%	-7%	-4%	-7	0%	4	0.5	2%
COc1cc(OC)c(NC(=O)c2oc3ccc4c(c3c2C)C(=O)CC(C)(C)O4)cc1Cl	-11%	-5%	1%	-6%	5	3%	nt	nt	-1%
CC(Sc1ncn[nH]1)C(=O)c1c(N)n(C)c(=O)n(C)c1=O (stereo not given)	-34%	-6%	-21%	424%[activator]	-1	0%	-32	0.9	1%
O=C(Cn1c(=O)n(-c2ccccc2Cl)c(=O)c2sc3ccccc3c21)NC1CCCC1	21%	-1%	-1%	-2%	-5	2%	nt	-0.8	-3%
O=C(c1ccccc1)N1CCc2ccccc21	-7%	10%	-5%	0%	-3	3%	1	0.1	1%
Cc1ccc(N(CC(=O)NCc2ccccc2)C(=O)CCC(=O)Nc2nccs2)cc1	-54%	-1%	?	10%	-22	-5%	5	-1.3	4%
CCc1nc2ccc(C(=O)NC3CCN(Cc4ccccc4)CC3)cn2c1N(C)Cc1ccc(N(C)C)cc1	nt	nt	nt	-4%	4	-1%	nt	nt	4%
O=C(Nc1cccc(O)c1)c1cccc(S(=O)(=O)N2CCCCCC2)c1	-17%	1%	0%	-4%	-6	3%	1	-0.8	-4%
CCN1CCN(C(=O)CSCc2nc(-c3ccc(OC)c(OC)c3)oc2C)CC1	11%	-3%	1%	10%[57.4 µM]	-8	1%	11	-0.3	4%
Fc1ccc(NCc2ccccc2-c2nnc(-c3ccccc3Cl)o2)cc1	-2%	2%	-8%	-13%	-7	3%	nt	0.1	4%
CCC(C)(C)n1nnnc1CN1CCC(O)(c2cccc(C(F)(F)F)c2)CC1	21%	-8%	-3%	-7%	-1	0%	nt	nt	-6%
CNc1c(NS(=O)(=O)c2ccc(Cl)cc2)c(=O)oc2ccccc12	-21%	1%	6%	-26%	1	2%	3	-0.3	0%
CCOCCN1CCN(C(=O)CN2CCCC2=O)CC1	4%	0%	-10%	16%	-11	-4%	6	0.3	0%
Oc1ccccc1N1CCN(c2ccc3ccccc3n2)CC1	33%	1%	-3%	-59%	-7	2%	nt	nt	0%
COc1cccc(/C=N/n2c(COc3ccccc3)n[nH]c2=S)c1OC	-50%	1%	-10%	121%[activator]	-12	2%	-9	-0.2	4%
CC(C)(C)C(=O)Nc1ccccc1N1CCN(C(=O)c2ccc(Cl)cc2)CC1	-7%	5%	3%	0%	5	-2%	3	-1.9	-9%
COc1ccccc1NC(=O)c1ccc(NC2=NC3CS(=O)(=O)CC3S2)cc1 (stereo not given)	26%	5%	-5%	8%	-8	-2%	28	0.1	4%
COC(=O)c1cc(Nc2cc(C)c3ccc(O)cc3n2)cc(C(=O)OC)c1	-9%	2%	-1%	12%	-14	-2%	7	0.1	-4%
O=C(NNC(=O)C1CC(c2cccs2)=NO1)Nc1ccccc1 (stereo not given)	3%	0%	6%	96%[activator]	-2	13%	-9	0.6	-4%
COc1ccc([C@H]2C[C@H](O)[C@@H](n3cc(COC(=O)c4ccccc4)nn3)CN2CC2CCCCC2)cc1	nt	5%	nt	-6%	0	-12%	nt	nt	-3%
Cc1ccccc1NC(=S)NC(=O)c1cc(-c2ccccc2)nc2ccccc12	-1%[11.4 µM]	7%	-2%	?	-5	-7%	10	0.5	1%
COc1ccc(CCN2C(=O)NC(NS(=O)(=O)c3ccc(NC(C)=O)cc3)(C(F)(F)F)C2=O)cc1OC (stereo not given)	0%&7%	0%&4%	-2%&2%	-26%&5%	-1&-3	-2%&-6%	-10	0.3&2.4	6%&1%
COc1ccccc1CNC(=O)CCCCn1c(=O)c2ccccc2n(CC(=O)Nc2cc(Cl)ccc2C)c1=O	-12%	-17%	10%	-27%	-3	-1%	nt	0.8	-7%
O=C(CN(c1ccc(F)cc1)S(=O)(=O)c1ccc2c(c1)OCCO2)NCc1ccccn1	-13%	-8%	3%	-32%	-1	-4%	3	0.8	0%
Cc1ccc([C@H]2N[C@]3(CCCN(Cc4ccc(Br)cc4)C3=O)[C@H]3C(=O)N(C)C(=O)[C@@H]23)cc1	nt	2%	nt	?	-7	-2%	nt	nt	3%
Cc1ccc(OC(=O)c2ccc3snnc3c2)cc1	2%	-3%	nt	-8%	-3	0%	7	0.2	0%
CCOc1ccc(-c2cc(C(=O)NCc3ccccc3)c3c(-c4ccc(CC)cc4)[nH]nc3n2)cc1	-6%	-14%	2%	-19%	-8	-2%	nt	0.7	5%
CCN(CC(=O)Nc1ccc(NC(C)=O)cc1)C(=O)COc1ccccc1-c1ccccc1	?	-4%	2%	-12%	-6	-6%	-6	-0.1	0%
C#CCSc1nc2[nH]ncc2c(=O)[nH]1	-4%	-8%	6%	-13%	1	-2%	-13	0.7	-5%
CCOC(=O)Cc1cc(-c2ccc(O)cc2)nc2ccc3ccccc3c12	-1%	1%	-10%	7%	-8	8%	3	-0.4	-14%
Cc1ccccc1CC1(CO)CCCN(C(=O)c2cc(-c3ccccc3)no2)C1 (stereo not given)	7%	-1%	9%	-4%	2	2%	4	-2.1	-1%
